HIV RNase H inh = inhibitors of HIV-1 reverse transcriptase RNase H; P04585; RT-RNase H RNA/DNA duplex cleavage, fluorescence; inhibition, % at 10 µM; 65,000 compounds, 1.9% hits; AID 565; in the data active = inhibition above about 50%
RmlC RmlD mix = inhibitors of RmlC and RmlD coupled enzymes | inhibition, % at 5.5 µM | 110,000 compounds, 0.39% hits | RmlC/RmlD coupled enzyme inhibition, 384-well mixture HTS; in the data active = inhibition above about 30%, passing the limit was not always enough; note: strong numbers were not always called active
Starred values were filed as active, the others as inactive; nt = no result given. Not all compounds are listed; the hit share may differ from the screen's.

SMILES | HIV RNase H inh | RmlC RmlD mix
CCC(C)NC(=O)c1cn(-c2cccc(C)n2)cn1 (stereo unspecified) | nt | 11
CN1CCN(C(=O)c2ccc3c(=O)n4c(nc3c2)CCCCC4)CC1 | nt | 4
c1ccc(CC2CCN(c3nnnn3-c3ccccc3)CC2)cc1 | -30 | nt
O=C(C1=C[C@H](c2ccc(Br)cc2)C[C@H](OCCCCO)O1)N1CCN(Cc2ccccc2)CC1 | nt | -240
Cc1ccc(NC(=O)COS(=O)c2ccc(C)cc2)cc1 (stereo unspecified) | -4 | -10
COc1ccc(C2C(C(N)=O)=C(C)Nc3nc(-c4ccccc4)nn32)cc1OC (stereo unspecified) | 5 | 19
COc1cccc2cc(C(=O)N3CCc4ccccc43)c(=O)oc12 | -2 | -15
CCOc1cccc(C(=O)Nc2cnn(Cc3ccccc3)c2)c1 | nt | -13
Cc1ccc(C(=O)NC(Cc2c[nH]c3ccccc23)C(=O)O)cc1 (stereo unspecified) | nt | 6
COc1ccc(NC2C=CS(=O)(=O)C2)c(OC)c1 (stereo unspecified) | 1 | 5
CC(=O)c1ccc(NC(=S)NC(NC(=O)c2ccco2)C(Cl)(Cl)Cl)cc1 (stereo unspecified) | nt | 10
O=S(=O)(NCc1cccs1)c1cccc2cccnc12 | -8 | 10
COc1ccc(OCCSc2nnc(-c3ccccc3)n2N)cc1 | 2 | -12
Cc1ccc(CSc2nnc(-c3ccncc3)n2C)cc1 | nt | -8
CCN(CC)C(=O)c1c[nH]c2ccc(S(=O)(=O)Nc3cc(C)cc(C)c3)cc2c1=O | -6 | nt

Exported as tab-separated lines: part of the list above
structure	HIV RNase H inh	RmlC RmlD mix
Cc1ccc(NC(=O)COS(=O)c2ccc(C)cc2)cc1 (stereo unspecified)	-4	-10
CN1CCN(C(=O)c2ccc3c(=O)n4c(nc3c2)CCCCC4)CC1	nt	4
COc1ccc(OCCSc2nnc(-c3ccccc3)n2N)cc1	2	-12
O=S(=O)(NCc1cccs1)c1cccc2cccnc12	-8	10

Going on with the list:
SMILES | HIV RNase H inh | RmlC RmlD mix
Cc1cc(C)cc(NS(=O)(=O)c2cnc(Cl)c(Cl)c2)c1 | nt | 6
CCOC(=S)NC(=O)c1sc2ccccc2c1Cl | nt | 18
Cc1ccc(CNC(=O)C2CC3Cn4c(nc5cc6ccccc6cc54)C3N2C)o1 (stereo unspecified) | nt | 0
COc1cccc(NC(=O)c2cn(C)c(=O)c3cc(OC)c(OC)cc23)c1 | -13 | -13
O=C(c1cc2cc(Br)ccc2oc1=O)N1CCCC1 | nt | 13
COc1ccc2c3c(cccc13)OCC2=O | -26 | 11
Cc1cc(C)n(-c2nc3c(c(=O)[nH]c(=O)n3C)n2C(C)C)n1 | -12 | 8
CCCC(=O)Nc1nc(C)c(-c2csc(Nc3ccccc3OC)n2)s1 | nt | 28
Cc1nn(C(=O)c2c([N+](=O)[O-])cnn2C)c(C)c1Cl | nt | -40
Cc1ccc2c(c1)nnn2C1CCN(C(=O)C23CC4CC(CC(C4)C2)C3)CC1 | nt | 0
N/C(=N\S(=O)(=O)c1cccs1)c1ccccc1 | -23 | -9
N#Cc1c(SCC(=O)N2CCOCC2)nsc1SCC(=O)N1CCOCC1 | 1 | -16
CC(Sc1nnnn1C)C(=O)Nc1ccccc1-c1ccccc1 (stereo unspecified) | -18 | -8
Cc1cc2cc(CNC(=O)c3ccc(S(=O)(=O)N4CCCC4)cc3)ccc2n1C | nt | 10
COc1ccc2c(c1)c1nc(SCC(C)C)n(CCO)c(=O)c1n2C | -2 | -5
c1ccc(CCn2nnnc2C(c2cccs2)N2CCOCC2)cc1 (stereo unspecified) | -6 | 5
Cc1ccc(C)c(C2=CSC3=NS(=O)(=O)CCN23)c1 | nt | 1
CC(C)COP(=O)(c1ccc(N(C)C)cc1)C(O)c1ccccc1F (stereo unspecified) | 0 | 9
Cc1ccc(N=C2NC(=O)CS2)cc1 | nt | 24
COc1ccc(Cl)cc1C(=O)N1CCN(c2ccccn2)CC1 | nt | -7
Cc1nc2sc(C(c3ccccc3)N3CCN(C)CC3)c(O)n2n1 (stereo unspecified) | -10 | -7
Cc1cc(OCCOc2cccc3cccnc23)cc(C)c1Cl | nt | 5
CCOC(=O)CC(=O)Nc1ccc(C(=O)OCC)cc1 | 2 | -13
CC1CCN(C(=O)c2ccc(NC(=O)C3CCCO3)cc2)CC1 (stereo unspecified) | 1 | -24
CCCCc1nc(NCCN2CCOCC2)c(C#N)c2c1COC(C)(C)C2 | -9 | 23
CCN1C(=O)CSc2ccc(C(=O)NCc3ccccc3OC)cc21 | nt | -37
Cc1nc2ccc(NC(=O)N3CCSCC3)cc2s1 | 0 | 7
CCN1CCN(/C=N/c2nc3c(s2)CCCC3)CC1 | -2 | -10
CS(=O)(=O)N(CC(=O)N1CCc2ccccc2C1)Cc1ccc(Cl)cc1 | nt | 9
CCOC(=O)N1CCC(NC(=O)CS(=O)(=O)Cc2nc(-c3cccc(OC)c3)oc2C)CC1 | -5 | 5
COc1ccc(CCN(C)C(=O)CN2C(=O)c3ccccc3S2(=O)=O)cc1OC | 2 | -12
c1ccc2c(c1)ncn2CCC1CCCCC1 | -31 | -2
CCn1nc(C)c(NC(=O)c2cc(Br)ccc2Cl)c1C | -5 | -2
CCN(CC)c1c2c(c(C#N)c3nc4ccccc4n13)CCC2 | nt | 3
CN1CCN(/C=N/c2c(C#N)cnn2-c2ccccc2)CC1 | -9 | 40
Cc1cc(C)cc(-n2cc3c(=O)n(C)c(=O)n(C)c3c2)c1 | -21 | nt
COC(=O)CSc1snnc1-c1ccc(Cl)c(Cl)c1 | nt | -9
CC12CCC(=O)N1C(C(=O)OCC(=O)Nc1sccc1C#N)CS2 (stereo unspecified) | 11 | 12
Cc1nn(Cc2ccccc2)c(C)c1NC(=O)CSc1nnc(-c2cc(Cl)ccc2O)n1C | 8 | -1
CCOC(=O)CSc1nc(N)c(C#N)c(-c2ccc(OCC)cc2)c1C#N | -14 | 9
Cc1nc2ccccc2c(=O)n1/N=C/c1ccc(N(C)C)cc1 | -1 | -9
CSc1cccc(NC(=O)c2c(Cl)cnn2C)c1 | -11 | -4
Cn1c(=O)c2c(nc(CN3CCN(CCO)CC3)n2Cc2ccccc2Cl)n(C)c1=O | -5 | nt
Cc1ccc(CNC(=O)CCS(=O)(=O)c2cccc3nonc23)cc1 | -4 | -7
O=C(O)c1ccc(-c2ccc(O)c(F)c2)cc1 | -1 | -6
c1ccc2nc3c(nc2c1)[nH]c1ccccc13 | -16 | -23
CCO[C@@H]1OC(C(=O)O)=C[C@H](c2csc3ccccc23)[C@H]1CCCO | nt | 8
CCC(N)C12CC3CC(CC(O)(C3)C1)C2 (stereo unspecified) | nt | -8
CN(C)S(=O)(=O)N1CCN(c2cc(Cl)ccc2Cl)CC1 | 1 | -6
COc1ccc(/C=C/C(=O)NC(=S)NNC(=O)Cc2cccs2)cc1OC | nt | 0
CCC(C)NC(=O)CNC(=O)Cn1c(C)cc2ccccc2c1=O (stereo unspecified) | 0 | -7
Cc1ccc(-n2nc(C(=O)NCc3ccc(C)o3)c3c4ccccc4n(C)c3c2=O)cc1 | nt | -2
O=C(N1CCN(c2ccccc2F)CC1)C12CC3CC(CC(C3)C1)C2 | 1 | 9
CC(C)C[C@H](NC(=O)[C@@H]1CCCN1C(=O)[C@@H](N)Cc1ccc(O)cc1)C(=O)NCC(N)=O | -8 | 9
OCC[C@H]1C[C@H](O)[C@@H](O)[C@]2(CCCCO2)O1 | nt | 7
Cc1noc(C)c1CSc1nnc(-c2ccccc2F)n1CCc1ccccc1 | -15 | -16
Cc1ccc(C)c(N(C)C(=O)c2coc(=O)c3ccccc23)c1 | nt | -6
O=C1C2C3c4ccccc4C(c4ccccc43)C2C(=O)N1c1cccc2cccnc12 (stereo unspecified) | nt | -13
CCCOc1ccc(C2/C(=C(\O)c3c(C)[nH]c(C(=O)OC)c3C)C(=O)C(=O)N2CCN(C)C)cc1 (stereo unspecified) | -3 | 6
CN1CCN(C(=O)c2ccc3c(c2)NC(=O)C(N2CCOCC2)S3)CC1 (stereo unspecified) | -18 | nt
(listing goes on)
SMILES | HIV RNase H inh | RmlC RmlD mix
CCOC(=O)CC(=O)CSc1nnc(Cn2c(=O)sc3ccccc32)n1C | 5 | 12
O=C(C1CCCN(S(=O)(=O)c2ccc(Br)s2)C1)N1CCCCCC1 (stereo unspecified) | -29 | -5
Cc1cccc(-c2noc(-c3ccc(F)cc3)n2)c1 | -10 | 3
c1ccc(Cn2nnnc2-c2ccco2)cc1 | -26 | 29
CCOC(=O)c1ccc(COc2nc3ccccc3nc2-c2ccccc2NC(C)=O)o1 | 1 | -14
Cc1cccc(C2=N/C(=C\c3cccnc3)C(=O)O2)c1 | nt | -21
COCCNC(=O)C(c1ccccc1C)N(CCOC)C(=O)Cn1nnc2ccccc21 (stereo unspecified) | -8 | -13
CCCn1c(CCNC(=O)c2cccs2)nc2ccccc21 | -9 | 8
C=CCn1c(CNC(=O)c2cccs2)nnc1SCC(=O)c1ccc(Br)cc1 | nt | -17
O=C(Cn1nnc2c(cnn2-c2ccccc2)c1=O)NCc1cccs1 | -5 | 5
Cc1occc1-c1nnc(SCC(=O)Nc2nc(-c3ccccc3)cs2)o1 | nt | 9
COc1ncnc2c1oc1nc(CC(C)C)c3c(c12)CCCC3 | -13 | -14
CCCc1[nH]nc2c1C(c1ccc(O)c(OC)c1)C(C#N)=C(N)O2 (stereo unspecified) | 5 | nt
CCC(C)(C)n1nnnc1C(C(C)C)N(Cc1ccco1)Cc1cc2cc3c(cc2[nH]c1=O)OCO3 (stereo unspecified) | nt | 14
COc1ccc(OCC(=O)Nc2cc(OC)cc(OC)c2)cc1 | -11 | -3
CCN1C(=O)c2ccccc2S(=O)c2ccc(C(=O)NCCCN3CCCC3=O)cc21 (stereo unspecified) | -12 | 6
Cc1cccc(NC(=O)Nc2nnc(N3CCCCC3C)s2)c1C (stereo unspecified) | nt | 4
CC(C)P(=O)(Cc1cccc(C#N)c1)C(C)C | -12 | -10
CCN(CC)C(=O)CC(c1cc(OC)c(OC)c(OC)c1)c1c(O)cc(OC)cc1OC (stereo unspecified) | nt | -7
COCC(COCCCNC(=O)Nc1ccc(Br)cc1)OC (stereo unspecified) | -8 | -26
Cc1cccc(C(=O)NNC(=O)c2ccc(-c3ccccc3)cc2)c1 | nt | -12
c1ccc2c(c1)nc(NC1CCCCC1)c1nncn12 | -25 | 1
O=C(Nn1c(-c2ccc(F)cc2)nc2ccccc2c1=O)C1CCCCC1 | nt | 19
COc1cc(-c2nnc3sc(-c4ccco4)nn23)cc(OC)c1OC | -6 | 12
CN(C)S(=O)(=O)N(CC(=O)NCc1ccccc1)c1ccccc1 | 1 | 7
C=CCC1CCCCC12NC(=O)NC2=O (stereo unspecified) | -6 | 3
CCCCc1nc2sc3c(c2c(=O)[nH]1)CCC3 | -9 | 2
CCn1cnc2cc(NCc3ccc(C)cc3)ccc21 | 19 | 6
C=CCc1ccc(OCC(O)CN2CCCCC2)c(OC)c1 (stereo unspecified) | -3 | 2
CCOC(=O)C1CN(S(=O)(=O)c2ccc(F)cc2)C1 | nt | -12
O=C(CCCSc1nnc(-c2cccs2)n1CC1CCCO1)c1ccccc1 (stereo unspecified) | -31 | -9
O=[N+]([O-])c1cccc(C(=Nc2ccc(Cl)cc2)NO)c1 | nt | -16
CCn1c(C(=O)N2CCCC(C(=O)O)C2)cc2sccc21 (stereo unspecified) | 1 | -2
CSC1=C(C#N)C2(CCCC2)C(C#N)=C(N)N1 | -12 | 3
Cc1ccc(O)c(/C=N/NC(=O)C2=NNC(c3ccccc3)(c3ccccc3)C2)c1 | nt | -6
Clc1ccc(-c2nnc(-c3ccco3)o2)cc1 | -5 | -1
Cc1cccc(NC(=O)CS(=O)(=O)c2c[nH]c3ccccc23)c1C | 1 | -8
O=C(Nc1ccc(Sc2ccc(Br)cc2)cc1)c1ccco1 | nt | -10
COc1ccc(NC(=O)CN2C(=O)C(C)Oc3ccccc32)c(OC)c1 (stereo unspecified) | -2 | 2

Entries listed so far with an aryl thioether with sulfur outside any ring, in the order listed:
SMILES | HIV RNase H inh | RmlC RmlD mix
COc1ccc(OCCSc2nnc(-c3ccccc3)n2N)cc1 | 2 | -12
Cc1ccc(CSc2nnc(-c3ccncc3)n2C)cc1 | nt | -8
N#Cc1c(SCC(=O)N2CCOCC2)nsc1SCC(=O)N1CCOCC1 | 1 | -16
CC(Sc1nnnn1C)C(=O)Nc1ccccc1-c1ccccc1 (stereo unspecified) | -18 | -8
COc1ccc2c(c1)c1nc(SCC(C)C)n(CCO)c(=O)c1n2C | -2 | -5
COC(=O)CSc1snnc1-c1ccc(Cl)c(Cl)c1 | nt | -9
Cc1nn(Cc2ccccc2)c(C)c1NC(=O)CSc1nnc(-c2cc(Cl)ccc2O)n1C | 8 | -1
CCOC(=O)CSc1nc(N)c(C#N)c(-c2ccc(OCC)cc2)c1C#N | -14 | 9
CSc1cccc(NC(=O)c2c(Cl)cnn2C)c1 | -11 | -4
Cc1noc(C)c1CSc1nnc(-c2ccccc2F)n1CCc1ccccc1 | -15 | -16
CCOC(=O)CC(=O)CSc1nnc(Cn2c(=O)sc3ccccc32)n1C | 5 | 12
C=CCn1c(CNC(=O)c2cccs2)nnc1SCC(=O)c1ccc(Br)cc1 | nt | -17
Cc1occc1-c1nnc(SCC(=O)Nc2nc(-c3ccccc3)cs2)o1 | nt | 9
O=C(CCCSc1nnc(-c2cccs2)n1CC1CCCO1)c1ccccc1 (stereo unspecified) | -31 | -9
O=C(Nc1ccc(Sc2ccc(Br)cc2)cc1)c1ccco1 | nt | -10

Compound activity deposited in PubChem BioAssay by several laboratories.
